D2 antagonist = antagonists of human D2 dopamine receptor. P14416. HEK293 TREx D2 cells, calcium flux, dopamine EC80. inhibition, % at 10 µM. 340,000 tested, 2% active; in the data active = inhibition above about 30%; note: 0% is about no effect
Target sequence (P14416 whole entry, looked up): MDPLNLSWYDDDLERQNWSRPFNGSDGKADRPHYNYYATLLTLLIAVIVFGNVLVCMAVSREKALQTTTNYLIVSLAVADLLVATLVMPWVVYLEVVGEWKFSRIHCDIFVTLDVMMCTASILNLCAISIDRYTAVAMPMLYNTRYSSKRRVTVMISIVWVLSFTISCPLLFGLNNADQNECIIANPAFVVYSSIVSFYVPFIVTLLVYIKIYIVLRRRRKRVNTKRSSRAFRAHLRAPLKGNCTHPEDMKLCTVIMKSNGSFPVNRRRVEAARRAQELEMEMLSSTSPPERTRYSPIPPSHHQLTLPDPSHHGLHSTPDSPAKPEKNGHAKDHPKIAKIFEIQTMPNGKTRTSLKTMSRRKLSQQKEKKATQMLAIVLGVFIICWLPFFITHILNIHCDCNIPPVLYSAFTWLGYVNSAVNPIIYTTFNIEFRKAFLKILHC
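Tetracycline-induced HEK293 TREx cells expressing D2 receptor forced-coupled to calcium signalling, loaded with no-wash calcium dye. Compounds added and calcium flux read 180 s, then dopamine added at EC80 and read a further 180 s.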
TRHR enhancer = allosteric enhancers of human TRH receptor. AID 493056. enhancement, % at 2 µM. P34981. 360,000 tested, 0.66% active. TRHR cells, fluo-8 calcium fluorescence, EC20 TRH enhancement; in the data active = enhancement above about 30%; note: 0% is about no effect
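TRHR-expressing cells loaded with fluo-8 calcium dye were read kinetically (ex 480/em 530) during compound addition, then stimulated with an EC20 of TRH (10 nM final). Enhancement of the Gq-mediated intracellular calcium response was scored.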
TrxR1 substrate = is turned over as a substrate by rat TrxR1; O89049; purified TrxR1 substrate turnover, NADPH consumption readout; Potency, µM (highest dose often 114 µM), inactives show top-dose activity change, negative = substrate turnover; 390,000 tested, 0.01% active; AID 588456; note: potency is the fitted concentration of half-maximal effect; % is set by controls: 0 for no effect and ±100 for the full control effect; nearly all actives have a fitted effect of over 50% in size
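Rat TrxR1, dispensed at 90 nM, was prereduced with 400 uM NADPH (final) for 5 min at ~22 deg C, then incubated with compound 15 min before 400 uM selenite. A first-read NADPH fluorescence drop versus no-compound background flagged substrates.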
TRHR agonist = TRH receptor (human) agonism; TRHR cells, calcium flux fluo-8, FDSS agonist mode; P34981; 360,000 tested, 0.18% active; activation, % at 2 µM; AID 493084; in the data active = activation above about 30%; note: 0% is about no effect
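TRHR-expressing cells loaded with fluo-8 calcium dye; 23 nL library compound pin-transferred, kinetic FDSS fluorescence (Ex 480/Em 530) recorded about 180 s for agonist-induced calcium release, before a 10 nM TRH EC20 addition for potentiator mode.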
Pin1 inhibitor = inhibitors of human Pin1. Q13526. Pin1 FP peptide displacement, HiFluor488, 10 min. Potency, µM (doses to about 115 µM), without a hit: top-dose activity, negative = inhibition, most hits filed as inhibitors. 390,000 tested, 0.009% active. AID 504891; active = well fitted inhibition curve with a large enough effect in the polarisation, with a control signal flat, not every such curve was filed as active; inconclusive = small, poorly fitted or top-dose-only effect, or effect the other way, or a change in a side signal; inactive = no such curve, though single readings can be large or run the other way; the % refers to the polarisation; note: potency is the fitted concentration of half-maximal effect; % is set by controls: 0 for no effect and ±100 for the full control effect
Target sequence (Q13526 whole entry, looked up): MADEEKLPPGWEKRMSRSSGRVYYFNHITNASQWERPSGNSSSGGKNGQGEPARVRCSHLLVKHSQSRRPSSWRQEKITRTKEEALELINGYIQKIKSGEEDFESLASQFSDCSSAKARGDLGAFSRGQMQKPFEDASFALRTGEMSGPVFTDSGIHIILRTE
TrxR1 inh = inhibitors of rat thioredoxin reductase 1. O89049. recombinant rTrxR1, NADPH fluorescence consumption, selenite substrate. Potency, µM (highest dose often 114 µM), without a hit: at the highest dose activity change, negative = inhibition, hits mostly inhibitors. 390,000 tested, 1% active; note: potency is the fitted concentration of half-maximal effect; % is set by controls: 0 for no effect and ±100 for the full control effect; nearly all actives have a fitted effect of over 65% in size
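Rat TrxR1 (90 nM in the dispensed reagent) was pre-reduced with 400 uM NADPH for 5 min at room temperature, then incubated with compound for 15 min. After 400 uM selenite was added, NADPH fluorescence (Ex 340/Em 450 nm) was followed for 8 min.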
USP1 inh = USP1/UAF1 (human) deubiquitinase inhibition. O94782. recombinant USP1/UAF1, Ub-Rhodamine cleavage fluorescence. Potency, µM (top dose mostly 57.1 µM), without a hit: at the top dose activity change, negative = inhibition, most hits filed as inhibitors. 390,000 tested, 0.23% active; note: potency is the fitted concentration of half-maximal effect; % is set by controls: 0 for no effect and ±100 for the full control effect; nearly all actives have a fitted effect of over 60% in size; inactives centre near -12
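In this screen, compounds sit with the deubiquitinase complex (1nM) for 15 min at room temperature before Ub-Rho is added at 150nM final. Fluorescence rise is then followed for 6 reads every 60 seconds.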
D2 agonist = activates the human D2 dopamine receptor | activation, % at 2 µM | P14416 | AID 485358 | HEK293 T-REx D2 cells, calcium flux agonist mode | 340,000 tested, 0.53% active;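 active = activation over 3 SD above normal in the single-dose calcium agonist read, cut at about 30% in these data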; note: 0% is about no effect
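Calcium-flux readout, 1 cycle/sec over 180 s following compound pin transfer, in inducible HEK293 Trex D2 cells (force-coupled); dopamine controls included. Positive calcium responses during this window marked compounds as potential agonists.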
IDH1 R132H inh = blocks human mutant IDH1 R132H enzyme; Potency, µM (doses to about 76.6 µM), inactives show at the top dose activity change, negative = inhibition, actives largely listed as inhibitors; AID 602179; 390,000 tested, 0.093% active; IDH1-R132H enzyme, NADPH consumption, diaphorase/resazurin fluorescence; note: potency is the fitted concentration of half-maximal effect; % is set by controls: 0 for no effect and ±100 for the full control effect; nearly all actives have a fitted effect of over 65% in size
Target sequence (O75874 whole entry R132H, stated change not applied): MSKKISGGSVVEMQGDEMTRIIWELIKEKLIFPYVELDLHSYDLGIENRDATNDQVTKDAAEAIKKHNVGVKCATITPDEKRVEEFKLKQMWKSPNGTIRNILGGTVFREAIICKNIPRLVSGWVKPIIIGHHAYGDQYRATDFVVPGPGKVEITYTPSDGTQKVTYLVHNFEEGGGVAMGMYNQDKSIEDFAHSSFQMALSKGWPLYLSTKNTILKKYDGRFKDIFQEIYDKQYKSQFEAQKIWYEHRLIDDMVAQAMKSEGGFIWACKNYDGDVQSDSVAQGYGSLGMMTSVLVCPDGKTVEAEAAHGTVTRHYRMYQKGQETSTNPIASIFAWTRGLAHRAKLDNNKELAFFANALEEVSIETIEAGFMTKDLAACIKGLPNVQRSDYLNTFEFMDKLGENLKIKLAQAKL
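IDH1-R132H (0.5 ug/mL dispensed) in pH 7.5 Tris buffer was preincubated 30 min with compound, then given a substrate mix of 0.016 mM NADPH and 2 mM alpha-KG for 80 min at room temperature; remaining NADPH was read by diaphorase/resazurin fluorescence.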
* marks the source's active call; other numbers are inactive results; u = inconclusive; x = no result given; & = joins results of further samples; [ ] = remark or other dose. Unless noted, calls come from the whole dose curve; as a rule, active = well fitted inhibition curve with a large enough effect; inconclusive = small, poorly fitted or top-dose-only effect; inactive = no such curve, though single readings can be large or run the other way. These rows are one share of the data; rates above refer to the full screens.

| item | SMILES | D2 antagonist | TRHR enhancer | TrxR1 substrate | TRHR agonist | Pin1 inhibitor | TrxR1 inh | USP1 inh | D2 agonist | IDH1 R132H inh |
| --- | --- | --- | --- | --- | --- | --- | --- | --- | --- | --- |
| 1 | CCC(=O)NNc1ncnc2c1cnn2-c1cccc(C)c1 | 3 | 1 | -5% | -0.7 | -1% | 18%[57.1 µM] | -13% | 0.5 | 5% |
| 2 | COc1ccc(CCNC(=O)CCc2nnc(Cc3ccc4c(c3)OCO4)o2)cc1 | -4 | -2 | -14% | -0.9 | 3% | -27% | -1% | -0.6 | 7% |
| 3 | CC1CC(C)(C)CC2(C1)NC(=O)N(CC(=O)N1CCN(S(=O)(=O)c3cccc(Cl)c3Cl)CC1)C2=O (configuration not stated) | x | x | -3% | x | 2% | 3% | -23% | x | u |
| 4 | COc1ccc(OCC(O)Cn2c(Nc3ccccc3)nc3c2c(=O)n(C)c(=O)n3C)cc1 (configuration not stated) | -11 | -13 | -1% | -0.3 | 11% | 4% | -3% | 0.5 | -1% |
| 5 | CC1CCN(C(C(=O)Nc2ccc(C(C)C)cc2)c2ccc3c(c2)OCO3)CC1 (configuration not stated) | 2 | 4 | -1% | 2.6 | -2% | 8% | -26% | 1.2 | 14% |
| 6 | COc1ccccc1Nc1ccc(NC(=O)c2cccc([N+](=O)[O-])c2C)cc1 | x | 12 | -3% | -1.0 | 6% | 13% | -2% | x | 3% |
| 7 | COc1cccc(C(=O)OCC(=O)c2[nH]c(C)c(C(C)=O)c2C)c1 | 8 | 1 | -1% | 0.2 | 4% | 15% | -18% | 0.0 | 0% |
| 8 | COc1ccc(CC2(CO)CCN(Cc3ccc4c(c3)CCO4)CC2)cc1 | 0 | -2 | -1%[57.1 µM] | 2.8 | -3% | 4%[57.1 µM] | -11% | -0.1 | 1% |
| 9 | CC(C)CCNC(=O)CSc1nnc(-c2ccc(S(=O)(=O)N3CCCC3)cc2)n1C | 11 | 13 | 9% | -0.2 | -2% | 13% | -12% | 0.4 | -1% |
| 10 | c1coc(CSCc2cn3cccnc3n2)c1 | 4 | 8 | -2% | 0.4 | 4% | -14% | -3% | 0.0 | 10% |
| 11 | COc1cccc(NC(=O)[C@H](Cc2c[nH]c3ccccc23)NC(=O)[C@@H]2Cc3ccccc3CN2)c1 | 8 | -4 | 2% | 0.5 | 11% | 23% | -9% | 0.3 | 1% |
| 12 | Cc1nnc(SCc2c(Cl)cccc2Cl)s1 | -9 | -1 | 6%[57.1 µM] | 0.0 | -6% | 14%[57.1 µM] | -21% | -0.1 | -3% |
| 13 | CC[N+]1(CC)CC2=Cc3c(ccc4ccccc34)CC2C1 (configuration not stated) | 9 | -6 | 32%[activator] | 1.0 | -6% | 16% | -11% | 0.2 | 2% |
| 14 | Cc1ccc(C(=O)CSc2nc3ccccc3c(=O)n2-c2ccccc2)s1 | -3 | -9 | -8% | 0.9 | 1% | -4% | 5% | -0.3 | 0% |
| 15 | O=C1C=C(c2cc(F)ccc2F)C[C@@H](c2ccc(F)cc2)C1 | -11 | 4 | -3% | -0.4 | -6% | 25% | -30% | 0.5 | 8% |
| 16 | O=C(N/N=C/c1ccc2c(c1)OCO2)c1ccccn1 | 14 | -3 | -4% | 0.4 | 0% | 3% | -6% | 0.7 | 4% |
| 17 | CC1CCC/C(=N\NC(=O)Nc2ccccc2)C1 (configuration not stated) | 4 | -5 | 1%[57.1 µM] | 0.4 | 1% | 6%[57.1 µM] | -18% | -2.2 | 4% |
| 18 | C/C(=N/NC(=O)CNC(=O)Cc1ccccc1)c1ccco1 | 2 | 0 | 3% | 0.7 | -4% | 14% | -23% | 0.0 | 5% |
| 19 | CC1(C)CC(=O)C=C(Nc2cccc(O)c2)C1 | -3 | -1 | -13% | 0.6 | -7% | -2% | -16% | 0.7 | 0% |
| 20 | CCc1ccccc1NC(=O)CCc1c(C)nn(-c2ccc(N3CCOCC3)nn2)c1C | 5 | -4&0 | -9%&-2%[57.1 µM] | -0.2&-0.4 | -8%&-2% | 24%&5%[57.1 µM] | -13%&-12% | -0.1&-0.2 | 5%&17% |
| 21 | COc1ccc(S(=O)(=O)NNC(=O)C23CC4CC(CC(C4)C2)C3)cc1 | -3 | 9 | -6% | -0.4 | -5% | -11% | -6% | -0.7 | 5% |
| 22 | O=C(Cn1nnc(-c2cccc(C(F)(F)F)c2)n1)NCc1ccc(F)cc1 | x | -3 | 11%[11.4 µM] | -3.7 | 0% | 11% | -15% | -0.8 | -3% |
| 23 | Cc1nn(CC(=O)Nc2cccnc2N2CCOCC2)c(=O)c2ccccc12 | 7 | 5 | x | 1.0 | x | x | x | 0.1 | x |
| 24 | CCOc1ccc(C(=O)NCC(C)NC(=O)c2ccc(OCC)cc2)cc1 (configuration not stated) | 3 | -1 | 7% | -0.1 | -7% | 30% | -25% | -0.3 | 0% |
| 25 | CCOC(=O)C1CCCN(C(=O)Cn2cnc3c2c(=O)n(C)c(=O)n3C)C1 (configuration not stated) | 1 | -1 | -3%[57.1 µM] | 0.7 | 0% | 2%[57.1 µM] | -16% | -0.3 | 2% |

For convenience, some entries already given:
| item | SMILES | D2 antagonist | TRHR enhancer | TrxR1 substrate | TRHR agonist | Pin1 inhibitor | TrxR1 inh | USP1 inh | D2 agonist | IDH1 R132H inh |
| --- | --- | --- | --- | --- | --- | --- | --- | --- | --- | --- |
| 1 | CCC(=O)NNc1ncnc2c1cnn2-c1cccc(C)c1 | 3 | 1 | -5% | -0.7 | -1% | 18%[57.1 µM] | -13% | 0.5 | 5% |
| 2 | COc1ccc(CCNC(=O)CCc2nnc(Cc3ccc4c(c3)OCO4)o2)cc1 | -4 | -2 | -14% | -0.9 | 3% | -27% | -1% | -0.6 | 7% |
| 3 | CC1CC(C)(C)CC2(C1)NC(=O)N(CC(=O)N1CCN(S(=O)(=O)c3cccc(Cl)c3Cl)CC1)C2=O (configuration not stated) | x | x | -3% | x | 2% | 3% | -23% | x | u |
| 4 | COc1ccc(OCC(O)Cn2c(Nc3ccccc3)nc3c2c(=O)n(C)c(=O)n3C)cc1 (configuration not stated) | -11 | -13 | -1% | -0.3 | 11% | 4% | -3% | 0.5 | -1% |
| 5 | CC1CCN(C(C(=O)Nc2ccc(C(C)C)cc2)c2ccc3c(c2)OCO3)CC1 (configuration not stated) | 2 | 4 | -1% | 2.6 | -2% | 8% | -26% | 1.2 | 14% |
| 6 | COc1ccccc1Nc1ccc(NC(=O)c2cccc([N+](=O)[O-])c2C)cc1 | x | 12 | -3% | -1.0 | 6% | 13% | -2% | x | 3% |

Next structures follow.
| item | SMILES | D2 antagonist | TRHR enhancer | TrxR1 substrate | TRHR agonist | Pin1 inhibitor | TrxR1 inh | USP1 inh | D2 agonist | IDH1 R132H inh |
| --- | --- | --- | --- | --- | --- | --- | --- | --- | --- | --- |
| 26 | COc1cccc(Nc2ncnc3ccccc23)c1 | 5 | -2 | 6% | 0.0 | 1% | 23% | -14% | 0.2 | -2% |
| 27 | CCOC(=O)C1(Cc2cccc(OC)c2)CCCN(C(=O)CNC(C)=O)C1 (configuration not stated) | -4 | -1 | -2% | 0.1 | 4% | 5% | -8% | 0.0 | -8% |
| 28 | CN(CP(=O)(O)C(O)c1ccccc1)S(C)(=O)=O (configuration not stated) | -12 | 6 | 8%[57.1 µM] | 0.2 | 0% | 9%[57.1 µM] | 3% | 0.0 | 6% |
| 29 | COc1ccc(/C=N/NC(=O)CNC(=O)COc2ccccc2)cc1 | 3 | 5 | 5%[57.1 µM] | -0.7 | -3% | 8%[57.1 µM] | -6% | -0.5 | 0% |
| 30 | CC(=NCCc1ccccc1)C1=C(O)C(c2ccccc2)OC1=O (configuration not stated) | -12 | -3 | -10% | -0.5 | 0% | 8% | -3% | 6.0 | 0% |
| 31 | COC(=O)c1ccc(NC(=O)CN2CCN(c3ccccn3)CC2)cc1 | 68* | 10 | 6% | -0.1 | -10% | 20% | -23% | 64* | 2% |
| 32 | CCCNS(=O)(=O)c1cc2c3c(c1)CCN3C(=O)CC2 | 10 | -2 | 2% | 0.3 | -5% | 31% | -17% | -0.1 | 5% |
| 33 | CC(C)n1cc(NC(=O)COc2ccccc2Cl)cn1 | -2 | -3 | 3% | -0.9 | -2% | 25% | -11% | -0.4 | -4% |
| 34 | Cc1ccc2c(c1)CCCN2C(=O)C1CCCO1 (configuration not stated) | 1 | -1 | 9% | -0.6 | 4% | 25% | -9% | 0.0 | 7% |
| 35 | O=C(NC1CCCC1)c1cccc2c1C(=O)c1ccc(N3CCCCC3)cc1S2(=O)=O | 20 | 9 | -12% | 10 | u | -4% | u | 4.3 | -22% |
| 36 | O=C(CCN1C(=O)C2C3C=CC(C3)C2C1=O)NC1CCCc2ccccc21 (configuration not stated) | 1 | -2 | 1% | -0.1 | 1% | 9% | -1% | 0.4 | 8% |
| 37 | COc1cc(C(=O)NCCCN2CCCC2=O)cc(Br)c1OCc1ccccc1 | x | 3 | 2% | 0.1 | 2% | 30% | -7% | x | 5% |
| 38 | CC(NC(=O)C(C)N1C(=O)c2ccccc2C1=O)c1ccccc1 (configuration not stated) | -1 | -1 | 7%[57.1 µM] | -0.5 | -1% | 8%[57.1 µM] | -12% | 0.1 | 0% |
| 39 | CCN1/C(=C/c2ccc3cc(C)ccc3[n+]2CC)Sc2ccccc21 | 5 | 25 | -1% | 50* | u | 23% | -23% | 36* | 4% |
| 40 | COc1ccc(-c2nc3ccccc3n2OC(C)C(=O)O)cc1 (configuration not stated) | 9 | -1 | -1%[57.1 µM] | -0.2 | -7% | 9%[57.1 µM] | -9% | 1.1 | 4% |
| 41 | CCN(CC)CCCNc1nc2cc(OC)c(OC)cc2c2nc(-c3ccccc3)nn12 | 2 | -1 | 8%[57.1 µM] | 0.2 | 2% | 21%[57.1 µM] | -5% | -0.5 | 0% |
| 42 | O=C(Cn1cnc2c(nnn2Cc2ccc(F)cc2)c1=O)Nc1ccc2c(c1)OCCO2 | -8 | -2 | -5% | 1.4 | -9% | -17% | -8% | 1.0 | 1% |
